Screening results (PubChem)
ROC1-CUL1 inh: human ROC1-CUL1 E3 ligase inhibition | P62877+Q13616 | inhibition, % at 10 µM | in vitro K48 di-Ub FRET, acceptor:donor ratio, 45 min | actives 0.6% (n = 140,000); in the data active = inhibition above about 25%
Target sequence (P62877 whole entry, looked up): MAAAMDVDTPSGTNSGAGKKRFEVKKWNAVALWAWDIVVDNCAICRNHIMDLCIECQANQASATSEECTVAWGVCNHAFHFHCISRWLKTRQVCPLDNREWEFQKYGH
Target sequence (Q13616 whole entry, looked up): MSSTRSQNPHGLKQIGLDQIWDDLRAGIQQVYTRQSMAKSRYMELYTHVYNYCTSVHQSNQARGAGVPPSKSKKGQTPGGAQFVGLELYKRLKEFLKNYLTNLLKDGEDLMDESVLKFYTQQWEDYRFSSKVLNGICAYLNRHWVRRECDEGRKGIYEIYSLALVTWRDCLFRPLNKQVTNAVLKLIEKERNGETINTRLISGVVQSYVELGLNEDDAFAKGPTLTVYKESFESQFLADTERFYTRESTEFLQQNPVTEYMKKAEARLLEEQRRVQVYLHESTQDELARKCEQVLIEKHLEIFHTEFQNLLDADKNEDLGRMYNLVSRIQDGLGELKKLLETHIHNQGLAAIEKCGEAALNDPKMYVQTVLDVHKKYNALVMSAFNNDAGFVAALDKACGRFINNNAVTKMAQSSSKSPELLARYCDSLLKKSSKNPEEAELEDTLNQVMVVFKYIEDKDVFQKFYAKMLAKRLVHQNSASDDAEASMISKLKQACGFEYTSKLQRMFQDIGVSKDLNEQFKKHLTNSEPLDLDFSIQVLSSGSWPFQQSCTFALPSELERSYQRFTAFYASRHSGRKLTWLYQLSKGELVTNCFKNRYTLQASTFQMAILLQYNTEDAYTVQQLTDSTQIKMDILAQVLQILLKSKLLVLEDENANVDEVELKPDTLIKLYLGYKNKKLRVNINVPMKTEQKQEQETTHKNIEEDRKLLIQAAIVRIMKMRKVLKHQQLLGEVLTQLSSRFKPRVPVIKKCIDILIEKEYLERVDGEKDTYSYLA
An asterisk follows results filed as active. This is a subset, so the mix of outcomes need not match the whole.

SMILES	ROC1-CUL1 inh
C/C(=C\c1ccco1)CNC1CCCc2nc(-c3cccnc3)ncc21 (stereo not given)	0
CCC(=O)N1CCN(c2ccc(N3C(C(C)=O)=NN(c4ccccc4)C3c3ccc(C)cc3)cc2)CC1 (stereo not given)	9
CCOCC(=O)Nc1nnc(CC)s1	5
OCC1CCN(C2CCCN(C3Cc4ccccc4C3)C2)CC1 (stereo not given)	7
Nn1c(=S)[nH]c2c(cnn2-c2ccccc2)c1=O	11
CC(C)=C1C2C=CC1C(C(=O)NCc1ccco1)C2C(=O)O (stereo not given)	8
O=C(CCn1cnnn1)Nc1ccc(F)cc1	-9
COc1cc(CNC2CC2)ccc1OCC(O)CN1CCOCC1 (stereo not given)	-4
C=C(C)CN(C)c1ccc(C(=O)N2CCCC(Cn3ccnc3)C2)cn1 (stereo not given)	16
Cc1c(Cl)cccc1N1CCN(C(=O)c2ccc3c(c2)OCO3)CC1	-2
CN(C(=O)NC1CCCCC1)c1ccccc1	-7
CCC(C)NC(=O)c1ccc(OC)c(C)c1 (stereo not given)	5
O=C(NC1(C(F)(F)F)C(=O)N=C2C1C(=O)NC(=O)N2CCc1ccccc1)c1ccc(Cl)cc1Cl (stereo not given)	16
CN(C)c1cnn(CCn2cnc3c2c(=O)n(C)c(=O)n3C)c(=O)c1	3
CC1(C)CC(NC(=O)C2CC3CCCC(C2)C3=O)CC(C)(C)N1 (stereo not given)	6
Cc1ccc(N2CCN(S(=O)(=O)c3ccc(Cl)c4ccccc34)CC2)c(C)c1	-1
Cc1ccc(S(=O)(=O)N2CCN(Cc3noc(CCC(=O)N4CCCCC4)n3)CC2)c(C)c1	-3
CCOC(=O)N1CCC(n2c(=S)[nH]c3ccccc3c2=O)CC1	11
CC(=O)c1[nH]c(C)c(C(=O)N2CCCC(CNS(=O)(=O)c3cccs3)C2)c1C (stereo not given)	-8
COc1ccccc1-n1c(SCC(=O)c2ccc3c(c2)CCCC3)nc2ccccc2c1=O	-1
COc1ccc([C@@H]2C[C@H]3CN(C4Cc5ccccc5C4)C(=O)[C@]34CCCN24)cc1O	-3
Cc1ccc(NC(=S)N2CCN(c3ccccn3)CC2)c(C)c1	7
Cc1cccc(OCCn2nnc3sc4c(c3c2=O)CCCC4)c1	6
COCc1ccc(C(=O)NCc2nc(NCCCc3ccccc3)c3ccccc3n2)o1	7
COc1cc(-c2ccc(/C=C3\C(=O)NN(c4ccccc4)C3=O)o2)c(OC)cc1Cl	-2

(listing goes on)
SMILES	ROC1-CUL1 inh
O=C(/C=C/N1CCN(c2cccc(Cl)c2)CC1)c1ccc(Cl)cc1	-5
CCc1ccc(OCc2nnc(SCC(=O)Nc3ccc4ccccc4c3)o2)cc1	1
Cc1cccc(N2CCN(C(=O)c3sc4ccccc4c3Cl)CC2)c1C	-3
C=CCn1c(=O)c2c(nc3n(-c4ccc(C)cc4)c(C)cn23)n(C)c1=O	1
O=c1[nH]c(=O)n(-c2ccc(Cl)cc2)c(O)c1C=C1C=c2ccccc2=N1	9
COC(=O)Nc1ccccc1C(=O)OC	1
COc1ccc(NC(=O)c2nn3c(C(F)(F)F)cc(-c4ccc(Br)cc4)nc3c2Cl)cc1OC	14
CN(C)c1ccc([N+](=O)[O-])cc1C(=O)Nc1ccc(Cl)c(Cl)c1	4
CC1(C)C2CC(=O)C[C@H](C#N)[C@@]2(C)CC[C@@H]1O (stereo not given in full)	14
CN1CC(=NS(=O)(=O)N=C2CN(C)C(=O)N2C)N(C)C1=O	6
CCC(Oc1ccccc1C)C(=O)Nc1ccccc1C(=O)NC (stereo not given)	3
CCc1ccc(S(=O)(=O)Nc2ccc(-c3ccc(N4CCCC4)nn3)cc2)cc1	6
CCc1ccc(NC(=O)c2ccc(C3SCC(=O)N3CCc3ccccc3)cc2)cc1 (stereo not given)	-7
COC(=O)c1cc(C(=O)OC)cc(-n2c(C)cc(C(=O)CSc3nc(C)nc4sc5c(c34)CCC5)c2C)c1	-3
O=C(CCC1CCCCC1)N1CCN(c2ccccn2)CC1	-8
CCOC(=O)c1sc(NC(=O)c2nc3nc(C)cc(C(F)F)n3n2)c(C(=O)OC)c1C	-5
Cc1ccc(/C=C2\SC(=O)N(CCC(=O)NNC(=O)c3cccc(Cl)c3)C2=O)cc1	-6
O=C(O)c1ccccc1/C=C/c1ccccc1	0
CCn1c(SCC(=O)Nc2ncc(C)s2)nnc1C(C)NC(=O)c1ccc(C)cc1 (stereo not given)	-4
O=C(NCc1ccc2c(c1)OCO2)c1ccc2c(c1)N(Cc1ccc(F)cc1)C(=O)c1ccccc1S2=O (stereo not given)	0
Cc1ccc2oc(C(=O)Nc3c(C(=O)c4ccc(C)c(F)c4)oc4ccccc34)cc(=O)c2c1	2
COc1cc2c(=O)c(C(=O)c3ccc(F)cc3)cn(Cc3cccc(F)c3)c2cc1OC	1
COc1ccc(N2C(=O)CC(=O)C3=C2CC(C)(C)CC3=O)cc1	0
Cc1cccn2c(=O)c(/C=C(\C#N)c3nc4ccccc4n3C)c(Oc3ccc(Cl)cc3)nc12	5
Cc1[nH][nH]c(=O)c1C(c1c(C)[nH][nH]c1=O)c1cn(C)c2ccccc12	26*

Compounds from the list above that contain a COOH group:
SMILES	ROC1-CUL1 inh
CC(C)=C1C2C=CC1C(C(=O)NCc1ccco1)C2C(=O)O (stereo not given)	8
O=C(O)c1ccccc1/C=C/c1ccccc1	0

Next compounds
SMILES	ROC1-CUL1 inh
Cc1cccc(NC(=O)/C(C#N)=C/c2ccc(-c3ccc(Br)cc3)o2)c1	6
Cc1cc(C)c(C2c3c(n[nH]c3C)OC(=N)C2C#N)cc1COc1ccc(F)cc1Cl (stereo not given)	2
Cc1cc2nc(-c3ccc(NC(=O)c4ccc(OCC(C)C)cc4)cc3)oc2cc1C	2
CC(C)(C)OC(=O)N1CCC(c2c(C(=O)NCCc3ccsc3)cnn2-c2ccccc2Cl)CC1	-1
CCc1ccc(NC(=O)CN2C(=O)C(c3ccccc3)=NC23CCCCCC3)cc1	1
CCOc1ccc(CNC(=O)Cn2c(=O)c3cccn3c3cccnc32)cc1	1
CCOCCCNC(=O)c1c(NC(=O)c2nc(SC)ncc2Cl)sc2c1CCCC2	-1
Cc1[nH]c2nc3c(c(=O)n(Cc4c(F)cccc4Cl)c(=O)n3C)n2c1C	2
COc1ccc(-c2cc3nc(C)c(CCC(=O)N4CCN(c5cccc(Cl)c5)CC4)c(C)n3n2)c(OC)c1	-1
CN(C(=O)CCSc1nc(-c2ccco2)cc(C(F)(F)F)n1)c1ccc(OC(F)(F)F)cc1	-8
COc1cc(CNc2ccc(N3CCCC3)cc2)cc(Cl)c1OCc1ccc(F)cc1	-12
CCOC(=O)c1cnc2nc(C)nn2c1-c1ccccc1	-1
Cc1nn(Cc2ccc(F)cc2)c(C)c1NC(=O)C1CCCC1	4
COc1cc(CNC(=O)c2cc(-c3ccccc3)n[nH]2)cc(OC)c1OC	-7
CC12CCC(C(=O)Nc3ccc4c(c3)OCO4)(C(Br)C1=O)C2(C)C (stereo not given)	9
Cc1cc(C)c(S(=O)(=O)N(C)C)cc1C	-2
CC(C)NC(=O)c1ccc(F)c(S(=O)(=O)N2CCOCC2)c1	2
COc1ccc(Cc2nn3c(Cc4ccccc4C)nnc3s2)cc1OC	6
Cc1cccc(NC(=O)Cn2c(=O)n(CC3CCC(C(=O)NCCc4ccccc4)CC3)c(=O)c3ccccc32)c1 (stereo not given)	4
O=C(Nc1nc(-c2ccc(S(=O)(=O)N3CCCC3)cc2)cs1)C1COc2ccccc2O1 (stereo not given)	8
CN(C)OC(=O)c1cccc2n(C)c(-c3ccccc3)c[n+]12	-14
CC(=O)c1cc2c(N)c(C(N)=O)sc2nc1C	8
CC1CN(C(=O)Nc2ccc(Cl)c(Cl)c2)C(=NCc2ccccc2)S1 (stereo not given)	0
COc1ccc(C(=O)NCC(C)C)cc1S(=O)(=O)N1CCCCC1	0
COC1C/C(=N\O)C2OC(c3ccccc3)OCC2O1 (stereo not given)	6

Additional results follow.
SMILES	ROC1-CUL1 inh
Cc1ccc(S(=O)(=O)/C(=C\N2CCCCC2)c2ccc(Cl)cc2)cc1	-1
Cc1ccc(C)c(-c2nn(-c3cc(Cl)ccc3[N+](=O)[O-])c(=O)c3ccccc23)c1	-2
COc1ccc(OC)c(NC(=S)N2CCN(c3cccc(Cl)c3)CC2)c1	-10
CN(C(=O)c1cc2nc(-c3ccco3)cc(C(F)(F)F)n2n1)c1ccc(OC(F)(F)F)cc1	-5
O=C(NCc1ccc(F)cc1)C1CCCN(c2ncnc3onc(-c4ccc(F)cc4)c23)C1 (stereo not given)	-1
Cc1cc(Nc2cc(Cl)ccc2C)n2nc(-c3ccccc3)nc2n1	-5
CCC1CN(CCNC(=O)CCc2cccs2)Cc2cc(OC)ccc2O1 (stereo not given)	2
O=C(CSc1ncn[nH]1)c1ccc(F)cc1	0
O=C(NCCN1CCCC1)c1cn(CCc2ccccc2)nn1	5
CC(=O)Nc1cccc(NC(C)=O)n1	7
CSc1nnc(-c2ccc(NC(C)=O)cc2)n1C	3
O=C(Nc1nc(-c2ccc(Br)cc2)cs1)c1ccc(F)cc1	5
O=C(Cn1nnc2sc3c(c2c1=O)CCCC3)N1CCCC1	6
O=C(NCCc1ccccn1)C1CC12CCN(C(=O)/C=C/c1ccc(F)cc1)CC2 (stereo not given)	-11
CCOC(=O)CC(NC(=O)Cn1nnc(-c2ccccc2F)n1)c1ccccc1Cl (stereo not given)	-1
COc1ccc(CC(=O)Nc2ccccc2NC(=O)c2ccco2)cc1OC	-5
CSc1nc2cc(S(=O)(=O)N3CCCc4ccccc43)ccc2s1	4
CCOC(=O)c1c(NC(=O)c2cc3nc(-c4ccc(OC)c(OC)c4)cc(C(F)(F)F)n3n2)sc(C(C)=O)c1C	4
O=C1OCCN1CCNC(=O)C1(N2CCCCC2)Cc2ccccc2C1	-1
Nc1cnccc1Oc1cccc(C(F)(F)F)c1	1
Cc1cc(C)c2c(=O)[nH]c(SCC(=O)c3cccs3)nc2n1	2
O=C(NNC(=O)C(F)(F)F)c1cccc(I)c1	0
N=c1c(-c2nc3ccccc3[nH]2)cc(C(=O)c2ccco2)nn1-c1ccccc1	1
CCc1ccc(NC(=O)CSc2nccn2-c2ccc(F)cc2)cc1	-6
COC(=O)c1cc(Br)ccc1Cl	4
Cn1c(C2CCC2)nc2cc(C(=O)N3CCN(c4cnccn4)CC3)cc(NC(=O)C3CCCO3)c21 (stereo not given)	2

Quoted from the results shown (27 entries):
SMILES	ROC1-CUL1 inh
COC1C/C(=N\O)C2OC(c3ccccc3)OCC2O1 (stereo not given)	6
Cc1ccc(S(=O)(=O)/C(=C\N2CCCCC2)c2ccc(Cl)cc2)cc1	-1
Cc1ccc(C)c(-c2nn(-c3cc(Cl)ccc3[N+](=O)[O-])c(=O)c3ccccc23)c1	-2
COc1ccc(OC)c(NC(=S)N2CCN(c3cccc(Cl)c3)CC2)c1	-10
CN(C(=O)c1cc2nc(-c3ccco3)cc(C(F)(F)F)n2n1)c1ccc(OC(F)(F)F)cc1	-5
O=C(NCc1ccc(F)cc1)C1CCCN(c2ncnc3onc(-c4ccc(F)cc4)c23)C1 (stereo not given)	-1
Cc1cc(Nc2cc(Cl)ccc2C)n2nc(-c3ccccc3)nc2n1	-5
CCC1CN(CCNC(=O)CCc2cccs2)Cc2cc(OC)ccc2O1 (stereo not given)	2
O=C(CSc1ncn[nH]1)c1ccc(F)cc1	0
O=C(NCCN1CCCC1)c1cn(CCc2ccccc2)nn1	5
CC(=O)Nc1cccc(NC(C)=O)n1	7
CSc1nnc(-c2ccc(NC(C)=O)cc2)n1C	3
O=C(Nc1nc(-c2ccc(Br)cc2)cs1)c1ccc(F)cc1	5
O=C(Cn1nnc2sc3c(c2c1=O)CCCC3)N1CCCC1	6
O=C(NCCc1ccccn1)C1CC12CCN(C(=O)/C=C/c1ccc(F)cc1)CC2 (stereo not given)	-11
CCOC(=O)CC(NC(=O)Cn1nnc(-c2ccccc2F)n1)c1ccccc1Cl (stereo not given)	-1
COc1ccc(CC(=O)Nc2ccccc2NC(=O)c2ccco2)cc1OC	-5
CSc1nc2cc(S(=O)(=O)N3CCCc4ccccc43)ccc2s1	4
CCOC(=O)c1c(NC(=O)c2cc3nc(-c4ccc(OC)c(OC)c4)cc(C(F)(F)F)n3n2)sc(C(C)=O)c1C	4
O=C1OCCN1CCNC(=O)C1(N2CCCCC2)Cc2ccccc2C1	-1
Nc1cnccc1Oc1cccc(C(F)(F)F)c1	1
Cc1cc(C)c2c(=O)[nH]c(SCC(=O)c3cccs3)nc2n1	2
O=C(NNC(=O)C(F)(F)F)c1cccc(I)c1	0
N=c1c(-c2nc3ccccc3[nH]2)cc(C(=O)c2ccco2)nn1-c1ccccc1	1
CCc1ccc(NC(=O)CSc2nccn2-c2ccc(F)cc2)cc1	-6
COC(=O)c1cc(Br)ccc1Cl	4
Cn1c(C2CCC2)nc2cc(C(=O)N3CCN(c4cnccn4)CC3)cc(NC(=O)C3CCCO3)c21 (stereo not given)	2
